# HT1080 IDH1KD tx: HT-1080 IDH1 knockdown cell toxicity (counter line); HT-1080 IDH1 knockdown viability, ATP luminescence, 48 h; Potency, µM (highest dose often 46.1 µM), without a hit: top-dose activity, negative = toxicity, actives largely listed as cytotoxic; 2% of 360,000 active;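 note: potency is the fitted concentration of half-maximal effect; 0% = DMSO wells and -100% = cell-free medium wells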
#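 % activity derives from luminescence (CellTiter-Glo), normalised to DMSO and no-cell wells. HT-1080-IDH1KD cells, 750/well, had 48 h compound exposure at 37 °C.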
# MCF10A rereplic: DNA re-replication induction in MCF 10a cells. MCF 10A DNA re-replication, Hoechst nuclear intensity, 48 h. Potency, µM (highest dose often 46.1 µM), for the others: at the top dose activity, positive = re-replication, actives largely listed as activators. 2.9% of 350,000 active. AID 624296; note: potency is the fitted concentration of half-maximal effect; % of control where 0% means no effect; nearly all actives have a fitted effect of over 50% in size
# HT1080-NT tox: kills 2HG-producing HT-1080-NT fibrosarcoma cells; HT-1080-NT fibrosarcoma viability, CellTiter-Glo ATP luminescence, 48 h; Potency, µM (series often up to 46.1 µM), for inactives: at the highest dose activity, negative = less viability, hits mostly cytotoxic; 1.6% of 360,000 active; AID 686970;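 note: NT is the 2HG producing partner of a matched IDH1 knockdown line; potency is the fitted concentration of half-maximal effect; 0% = DMSO-treated cells and -100% = media-only wells without cells; nearly all actives have a fitted effect of over 55% in size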
#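 Toxicity toward the 2HG-producing NT line was scored as %Activity, normalised to DMSO and no-cell wells, from CellTiter-Glo luminescence after 48 hours' treatment.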
# ATXN2 expr inh: inhibitors of ATXN2 expression; 0.72% of 360,000 active; HEK-293 ATXN2-luciferase reporter, luminescence, 24 h; Potency, µM (top dose mostly 57 µM), for inactives: top-dose activity change, negative = inhibition, actives largely listed as inhibitors; AID 1745845; note: potency is the fitted concentration of half-maximal effect; % is set by controls: 0 for no effect and ±100 for the full control effect; nearly all actives have a fitted effect of over 55% in size
#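 ATXN2-luciferase reporter cells (luciferase flanked by upstream and downstream ATXN2 gene portions) were treated 24 h at 37 °C with compounds at up to 57 uM. SteadyGlo luminescence gave expression; GF-AFC fluorescence gave viability.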
# KB-3-1 cytotox: KB-3-1 parental cell cytotoxicity | Potency, µM (top dose mostly 46.1 µM), for inactives: top-dose activity change, negative = cytotoxic, hits mostly cytotoxic | AID 1347075 | 1.4% of 400,000 active | KB-3-1 viability, CellTiter-Glo ATP luminescence, 72 h; note: potency is the fitted concentration of half-maximal effect; % is set by controls: 0 for no effect and ±100 for the full control effect; nearly all actives have a fitted effect of over 60% in size
#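 Cytotoxicity in the drug-sensitive parental line KB-3-1 was scored as loss of CellTiter-Glo luminescence following 72 h incubation with compound. Values come from curve fitting of normalized concentration-response data.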
# SW480 rereplic: inducers of DNA re-replication in SW480 colon cancer cells; AID 624297; Potency, µM (series often up to 46.1 µM), without a hit: top-dose re-replication activation, usual class: activators; SW480 DNA re-replication, Hoechst DNA content imaging, 48 h; 1.8% of 340,000 active; note: potency is the fitted concentration of half-maximal effect; % of control where 0% means no effect; nearly all actives have a fitted effect of over 55% in size
#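 Per well, 250 cells were exposed to pinned compound for 48 hr. Nuclear DNA was visualised with Hoechst (40 min, 37 C) and total object intensity recorded by fluorescence scanning.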
# IL-1B inflam inh: blocks inflammasome-driven IL-1 beta release | THP-1 LPS/ATP IL-1B secretion, AlphaLISA, 16 h; stronger effect = lower value | activity change, % at 57.5 µM | 4.7% of 360,000 active; in the data active = activity change below about -50%; inconclusive = mostly about -30% to -49%; note: % is set by controls: 0 for no effect and ±100 for the full control effect
#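 THP-1 cells pretreated 1 hr with compounds (up to 57.5 uM final), then stimulated with LPS (250 ng/mL final) plus ATP (1.25 mM final); secreted IL-1B measured by AlphaLISA after 16 hr, decreased signal indicating inhibition.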
# KB-V1 cytotox: kills drug-selected multidrug resistant KB-V1 cells; KB-V1 MDR cells viability, CellTiter-Glo, 72 h; Potency, µM (highest dose often 46.1 µM), for the others: at the top dose activity change, negative = cytotoxicity, most hits filed as cytotoxic; 3.4% of 400,000 active; note: potency is the fitted concentration of half-maximal effect; % is set by controls: 0 for no effect and ±100 for the full control effect; nearly all actives have a fitted effect of over 60% in size
#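 qHTS viability screen in drug-selected KB-V1 MDR cells: 72 h compound treatment at 37 degrees C, ATP luminescence end point.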
# S2 tox: viability counter-screen for ATXN expression inhibitors | Potency, µM (top dose mostly 56.7 µM), actives largely listed as cytotoxic | 0.49% of 400,000 active | S2 cells (HEK-293 line with an ATXN2-luciferase reporter) viability, CellTiter-Fluor protease fluorescence, 24 h; note: potency is the fitted concentration of half-maximal effect; nearly all actives have a fitted effect of over 40% in size
# * marks the source's active call; other numbers are inactive results; i = inactive; ? = inconclusive; nt = no result given; [ ] = another dose, or the depositor's remark. Unless noted, calls come from the whole dose curve; as a rule, active = well fitted curve in the direction sought with a large enough effect; inconclusive = small, poorly fitted or top-dose-only effect, or another doubt; inactive = no such curve, though single readings can be large; an effect the other way counts as inactive or inconclusive.
no.	SMILES	HT1080 IDH1KD tx	MCF10A rereplic	HT1080-NT tox	ATXN2 expr inh	KB-3-1 cytotox
1	CC1CN(S(=O)(=O)c2cc(C(=O)NCCC3=CCCCC3)ccc2Cl)CC(C)O1 (configuration not stated)	-17%	-9%	?	2%	?
2	Cc1cccc(N2CC(C(=O)Nc3nnc(SCC(=O)NCC4CCCO4)s3)CC2=O)c1 (configuration not stated)	-2%	?	2%	-9%	28%
3	Cn1c(Br)nc2c1c(=O)n(Cc1ccccc1)c(=O)n2C	14%	?	1%	-7%	4%
4	CCOc1ccc(OCCCCn2ccnc2)cc1	6%	-6%	12%	1%	?
5	O=C(CSc1cccc(C(F)(F)F)c1)NCc1ccccc1	-6%	-3%	-2%	-4%	5%
6	COC(=O)C1=C(C)N(CCCC(=O)O)C(=O)NC1c1ccc2c(c1)OCO2 (configuration not stated)	24%	10%	15%	13%	0%
7	CCC1(c2ccc(Cl)cc2)NC(=O)N(CC(=O)NC2CCCCCC2)C1=O (configuration not stated)	-10%	10%	1%	2%	-7%
8	FC(F)Sc1ccc(NC(=S)N2CCN(c3ccccn3)CC2)cc1	-30%	?	-1%	-20%	0%
9	CC(C)c1nnc(NC(=O)C2CCCN2C(=O)Nc2ccccc2[N+](=O)[O-])s1 (configuration not stated)	-2%	12%	0%	-1%	-3%
10	CCCCC(=O)N1c2ccccc2C(C)(c2ccccc2)CC1(C)C (configuration not stated)	nt	nt	nt	-3%	0%

no.	SW480 rereplic	IL-1B inflam inh	KB-V1 cytotox	S2 tox
1	-50%[inhibitor]	31	?	?
2	-3%	29	3%	i
3	-4%	-22	5%	?
4	30%	43	?	?
5	-3%	3	3%	i
6	-9%	2	10%	i
7	-4%	-30	-12%	i
8	0%	0	-24%	nt
9	-13%	11	-2%	i
10	nt	nt	-12%	i

# Continuation.
no.	SMILES	HT1080 IDH1KD tx	MCF10A rereplic	HT1080-NT tox	ATXN2 expr inh	KB-3-1 cytotox
11	O=C(Nc1ccccc1Cl)C1C(c2ccccc2)C1(Cl)Cl (configuration not stated)	-1%	8%	-6%	nt	0%
12	O=C(CSc1ncnc2c1oc1ccccc12)Nc1ccccc1F	-1%	2%	4%	-9%	-12%
13	Cc1c(Cl)c([N+](=O)[O-])nn1CCCC(=O)Nc1cccc(O)c1	-17%	-3%	4%	1%	5%
14	COc1ccc(N(C(C)C(=O)Nc2ccc(S(=O)(=O)N3CCOCC3)cc2)S(C)(=O)=O)cc1 (configuration not stated)	8%	-7%	-12%	7%[11.3 µM]	-3%
15	CCSc1ccc2nnc(-c3cccc(F)c3)n2n1	?	-12%	1%	-14%	7%
16	Cn1c(=O)cc(SCC(=O)Nc2ccc3c(c2)OCO3)c2ccccc21	-1%	13%	18%	-4%	9%
17	COC(=O)c1ccc(NC(=S)NCCc2ccccc2C)cc1	?	?	?	-7%	-8%
18	CCN(CC)S(=O)(=O)c1ccc(NC(=O)CCC2CCCCC2)cc1	-27%	3%	?	nt	-1%
19	COc1cccc(NC(=O)CNC(=O)c2ccc(C)cc2)c1	20%	-1%	13%	7%	-16%
20	CSc1nc2nc(Cl)c(Cl)nc2[nH]1	-29%	nt	-3%	nt	0%

no.	SW480 rereplic	IL-1B inflam inh	KB-V1 cytotox	S2 tox
11	5%	?	11%	nt
12	-15%	48	-7%	i
13	-5%	28	0%	i
14	1%	12	0%	i
15	1%	-18	?	i
16	3%	14	?	i
17	-6%	60	0%	i
18	-5%	11	5%	i
19	-1%	15	7%	i
20	nt	22	-1%	i

# Next section.
no.	SMILES	HT1080 IDH1KD tx	MCF10A rereplic	HT1080-NT tox	ATXN2 expr inh	KB-3-1 cytotox
21	CCCC(=O)N/C(N)=N/c1nc2ccccc2o1	0%	2%	22%	50%[activator]	10%
22	COCCN1CCN(Cc2cn[nH]c2-c2cc3ccccc3o2)CC1	1%	-5%	-2%	nt	2%
23	C=CCN(c1ccc(OC)cc1)S(=O)(=O)c1ccc(Cl)c(C(=O)OCC(=O)NC2CC2)c1	18%	-8%	20%	-27%	-3%
24	COc1ccc(OC)c(/C=C2/Sc3ccccc3C2=O)c1	7%	-8%	-9%	4%[11.3 µM]	-1%
25	C/C(=N\NC(=O)C1CC1)c1ccccc1Br	7%	2%	0%	12%	16%
26	Cc1c(O)c(CN2CCCCC2)cc2c1oc(=O)c1ccccc12	-2%	7%	2%	-13%	-9%
27	C=CCN1C(=NC(=O)CCC(=O)O)SC2CS(=O)(=O)CC21 (configuration not stated)	1%	1%	1%	0%	0%
28	COc1cc(NC(=O)CNc2ccc(Cl)c(S(=O)(=O)N3CCOCC3)c2)cc(OC)c1	-5%	2%	-4%	-29%	-28%
29	O=C(Cn1nc(Cc2cccnc2)c2ccccc2c1=O)NCc1ccc2c(c1)OCO2	5%	7%	1%	2%	-1%
30	CCOc1cc(C(=O)N=c2sccn2C)cc(Br)c1OC	-5%	-20%	15%	3%	-3%

no.	SW480 rereplic	IL-1B inflam inh	KB-V1 cytotox	S2 tox
21	-13%	23	15%	i
22	-2%	13	0%	?
23	6%	49	2%	i
24	-4%	9	?	nt
25	3%	-8	9%	i
26	3%[9.22 µM]	?	-18%	i
27	-13%	1	9%	i
28	-20%	-5	9%	i
29	-10%	-17	-16%	i
30	-9%	?	-8%	i

# Additional compounds
no.	SMILES	HT1080 IDH1KD tx	MCF10A rereplic	HT1080-NT tox	ATXN2 expr inh	KB-3-1 cytotox
31	CCCn1c2ccccc2c2cnn(CC(=O)N3CCOCC3)c(=O)c21	-3%	-9%	0%	nt	-7%
32	O=[N+]([O-])c1ccc(Cl)c(CN2CCN(c3ncccn3)CC2)c1	10%	1%	0%	-15%	-28%
33	O=C(Nc1ccc(S(=O)(=O)N2CCCC2)cc1)c1c(F)cccc1F	-2%	5%	-2%	-11%	-2%
34	CCC(=O)N1CCN(c2ccc(NC(=O)c3ccccc3)cc2)CC1	3%	9%	0%	-8%	-8%
35	COC(=O)c1cc(C(=O)NNC(=O)c2ccc3c(c2)OCO3)cc([N+](=O)[O-])c1	2%	17%	-3%[9.24 µM]	1%	-12%
36	Cc1cccc(OCC(=O)N/N=C/C=C/c2ccco2)c1	2%	?	?	-7%	7%
37	COc1cccc(-c2cc(C(=O)N3CCc4ccccc4C3)[nH]n2)c1	1%	5%	16%	45%[activator]	18%
38	Cc1c(NC(=O)c2cc3ccccc3o2)cccc1-c1nc2ccccc2o1	nt	nt	nt	-12%	-33%
39	CC1(C)C2CCC(C2)C1(C)NC(=O)CNC1CCCCC1 (configuration not stated)	5%	2%	-4%	-3%	-5%
40	CCN1CCN(c2ncc(C(=O)Nc3cc(Cl)ccc3OC)c3ccccc23)CC1	?	?	-30%	-22%	?

no.	SW480 rereplic	IL-1B inflam inh	KB-V1 cytotox	S2 tox
31	9%	19	-13%	i
32	-6%	-17	-17%	i
33	-11%	-27	-24%	i
34	-4%	-16	-44%	i
35	-20%	-16	-11%	i
36	-5%	0	-18%	i
37	0%	22	-6%	i
38	nt	nt	-7%	i
39	-7%	?	-24%	i
40	?	nt	?	i

# Remaining list, next part.
no.	SMILES	HT1080 IDH1KD tx	MCF10A rereplic	HT1080-NT tox	ATXN2 expr inh	KB-3-1 cytotox
41	O=C(NNc1ccc(Cl)cc1)c1c(F)cccc1Cl	-8%	-5%	-9%	-13%	19%
42	Cc1ccc2nc(-c3ccccc3)c(CC3CCCCC3)n2c1	?	nt	?	7%	0%
43	COc1cc(/C=C2/CCC/C(=C\c3cc(O)c(OC)c(Cl)c3)C2=O)cc(Cl)c1O	21µM*	2.1µM*	?	?	?
44	O=C1C=C(C2OC(CO)C(O)C2O)C(=O)N1 (configuration not stated)	9%	?	5%	?	0%
45	CCN(C(=O)CSc1nc(N)cc(N)n1)C1CCS(=O)(=O)C1 (configuration not stated)	1%	-2%	0%	-3%	-2%
46	COc1ccc(NC(=O)CCNC(=O)N2CC(=O)Nc3ccccc32)cc1	-29%	nt	-11%	nt	-2%
47	CCc1cccc(NC(=O)C2CCCN(S(=O)(=O)c3cnc[nH]3)C2)c1 (configuration not stated)	-1%	-1%	-3%	3%	2%
48	CN(C)c1ccc(CC(=O)N2CCCC(c3cc(C(=O)Nc4ccc5c(c4)OCO5)no3)C2)cc1 (configuration not stated)	?	nt	-18%	?	-1%
49	COc1ccc(N(C(=O)c2ccc(Cl)cc2)S(=O)(=O)c2ccc(C)cc2)cc1	nt	nt	nt	-28%	2%

no.	SW480 rereplic	IL-1B inflam inh	KB-V1 cytotox	S2 tox
41	-8%	18	18%	i
42	nt	-1	8%	?
43	6.5µM*	-107*	8.2µM*	nt
44	?	?	0%	?
45	1%	4	8%	i
46	nt	-12	23%	?
47	23%	23	?	i
48	nt	-2	1%	i
49	nt	nt	?	i

# From PubChem BioAssay
